Screening data: PubChem, The Scripps Research Institute Molecular Screening Center
CHRM4 antagonist: blocks acetylcholine activation of human M4 receptor | P08173 | CHO-hM4 cells, ACh EC80, Fluo-8 calcium fluorescence | inhibition, % at 3 µM | AID 624125 | 0.73% of 360,000 active;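 active means inhibition above its plate's cutoff, the mean inhibition of sample wells plus 3 SD, cut at about 27% in these data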;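 further: 0% = acetylcholine EC80 with DMSO and 100% = DMSO without agonist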
Target sequence (P08173 whole entry, looked up): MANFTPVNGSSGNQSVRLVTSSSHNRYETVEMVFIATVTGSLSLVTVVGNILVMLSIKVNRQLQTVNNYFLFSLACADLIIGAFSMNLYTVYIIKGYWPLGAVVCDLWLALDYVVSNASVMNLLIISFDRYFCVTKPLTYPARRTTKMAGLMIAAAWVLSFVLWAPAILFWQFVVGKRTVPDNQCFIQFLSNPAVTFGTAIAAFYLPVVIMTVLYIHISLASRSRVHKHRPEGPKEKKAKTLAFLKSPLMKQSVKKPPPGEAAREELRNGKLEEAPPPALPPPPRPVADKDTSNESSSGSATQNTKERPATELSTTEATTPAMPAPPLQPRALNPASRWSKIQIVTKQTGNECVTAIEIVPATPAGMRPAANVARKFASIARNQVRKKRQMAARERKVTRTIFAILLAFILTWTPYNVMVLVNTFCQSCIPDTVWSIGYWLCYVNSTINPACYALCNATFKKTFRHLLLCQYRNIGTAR
CHO parental Ca: counter-screen for OX1R antagonists: effect in parental CHO cells; parental CHO-K1, ATP-induced calcium, Fluo-8 fluorescence; inhibition, % at 5.6 µM; 0.63% of 330,000 active; AID 463079;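 active means inhibition above that plate's mean sample inhibition plus 3 SD, cut at about 26% in these data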;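 further: 0% = ATP-challenged DMSO wells and 100% = DMSO wells without ATP; some compounds past the cut are filed as inactive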
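Assay system: parental CHO cells; Read-out basis: percent inhibition of ATP-evoked calcium rise, normalized to controls; Benchmarks: ATP and no-ATP DMSO wells; Compound dosing: single nominal dose of 5.6 µM per compound; Signal: Fluo-8 calcium dye fluorescence; Also added: ATP as calcium-mobilizing challenge; Repeats: singlicate.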
CHO-K1 Ca antag: M1 antagonist counterscreen hit in parental CHO-K1 cells; ATP-induced calcium, Fluo-8 fluorescence; inhibition, % at 3 µM; 0.6% of 360,000 active; AID 602250;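 active means inhibition above a per-plate cutoff, the plate's mean sample inhibition plus 3 SD, cut at about 24% in these data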;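 further: 0% = DMSO plus EC80 ATP and 100% = DMSO alone without ATP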
M1 PAM: human CHRM1 positive allosteric modulation; P11229; CHO-K1 hM1, Fluo-8 calcium fluorescence, ACh EC20; 0% = ACh EC20, 100% = maximal ACh; activation, % at 3 µM; 0.088% of 360,000 active; AID 588819; in the data active means activation above about 19%, passing the limit was not always enough
OXTR potentiator: potentiators of human oxytocin receptor. CHO-OTR cells, Fluo-8 calcium fluorescence, potentiator mode; 0% = oxytocin EC15, 100% = EC100. activation, % at 3 µM. 0.061% of 320,000 active. AID 2445;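 active means activation above that plate's cutoff, the mean activation of tested compounds plus 3 SD, cut at about 6.6% in these data, passing the limit was not always enough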;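 further: 100% uses oxytocin at 75 nM as the full agonist control; some results filed as inactive read as strong as hits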
Target sequence (P30559 whole entry, looked up): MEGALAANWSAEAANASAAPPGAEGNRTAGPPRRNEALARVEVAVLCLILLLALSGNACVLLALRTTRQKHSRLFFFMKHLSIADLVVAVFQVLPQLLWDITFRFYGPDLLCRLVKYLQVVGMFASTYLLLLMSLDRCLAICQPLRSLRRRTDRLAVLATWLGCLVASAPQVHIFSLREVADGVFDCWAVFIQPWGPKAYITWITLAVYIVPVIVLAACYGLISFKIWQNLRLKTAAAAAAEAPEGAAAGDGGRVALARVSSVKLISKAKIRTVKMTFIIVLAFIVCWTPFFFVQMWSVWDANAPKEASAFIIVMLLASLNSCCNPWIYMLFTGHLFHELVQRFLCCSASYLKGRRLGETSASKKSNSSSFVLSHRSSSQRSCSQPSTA
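assay system = CHO-OTR cells, human receptor | schedule = compound 6 min at room temperature before oxytocin, 100 s read | detection = Fluo-8 intracellular calcium fluorescence, ex 470-495, em 515-575 nm | evaluation = normalized max/min fluorescence ratio, % activation | control set = EC15 oxytocin alone as 0%, 75 nM oxytocin (EC100) as 100%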
CHRM1 antagonist: blocks human M1 muscarinic receptor. CHO-K1 hM1, Fluo-8 calcium fluorescence, ACh EC80 antagonist. inhibition, % at 3 µM. 1.3% of 360,000 active. AID 588852;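 active means percent inhibition above its own plate's cutoff, namely the mean of that plate's compound wells plus 3 SD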;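 further: peak over basal fluorescence ratio during 140 s after agonist addition; 0% = ACh EC80 plus DMSO and 100% = DMSO alone without agonist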
M4 ag: CHRM4 agonism in calcium assay. P08173. 0.14% of 360,000 active. CHO-K1 hM4/Gqi5, Fluo-8 calcium fluorescence; vehicle 0%, full acetylcholine response 100%. AID 624127. activation, % at 3 µM;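 active means activation above the run mean over all test wells plus 3 SD, cut at about 32% in these data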;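 further: peak over basal fluorescence ratio per well then scaled between controls; 0% = DMSO wells and 100% = acetylcholine at EC100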
CHRM1 agonist: agonists of human M1 muscarinic receptor; activation, % at 3 µM; P11229; CHO-K1 hM1, Fluo-8 calcium fluorescence, agonist mode; 0% DMSO, 100% acetylcholine EC100; 0.33% of 360,000 active;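 active means activation above the run's mean compound activation plus 3 SD, cut at about 16% in these data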;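 further: peak over basal fluorescence ratio within a 140 s kinetic read after compound addition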
M1 ag parental: nonselective activator or artifact in parental CHO-K1 cells | 0.48% of 360,000 active | activation, % at 3 µM | Fluo-8 calcium fluorescence; scaled to maximal ATP response, vehicle zero | AID 602248; in the data active means activation above about 15%;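 further: untransfected CHO-K1 host cells lacking M1 receptor as counterscreen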
Numbers without * were called inactive; · = not tested or not shown. Compounds were not picked by outcome; 2.9% or so of the library scored in one or more.

1: CN(CC(=O)NC1CCCc2ccccc21)S(=O)(=O)c1ccc2c(c1)c(=O)n(C)c(=O)n2C (stereo not drawn)
2: COc1cc(OC)c(CN2CCCN(C)CC2)cc1Br
3: O=C(COC(=O)c1ccc2ccccc2n1)Nc1cccc(S(=O)(=O)NC2=NCCCCC2)c1
4: CC1Oc2ccccc2N(Cc2ccc(F)cc2)C1=O (stereo not drawn)
5: Fc1cccc(Cc2c(-c3cccc(Br)c3)nc3ccc(Cl)cn23)c1
6: NC(=O)c1ccc(N2CCN(S(=O)(=O)c3cccs3)CC2)c([N+](=O)[O-])c1
7: COc1ccc2nc(N3C(=O)CC(Cc4cc(C)cc(C)c4)C3=O)sc2c1 (stereo not drawn)
8: CCC1C(=O)CC(c2ccco2)NC1c1ccco1 (stereo not drawn)
9: COc1ccc(/C=C2\SC(=S)N(CCC(=O)N3CCCCC3CCO)C2=O)cc1 (stereo not drawn)
10: COc1ccc(CC(=O)Oc2ccc(C(C)(C)C)cc2)cc1S(=O)(=O)N1CCOCC1

entry no.	1	2	3	4	5	6	7	8	9	10
CHRM4 antagonist	5	-2	-2	12	2	0	3	5	1	0
CHO parental Ca	-12	-8	3	-14	·	46*	-14	-9	-27	-4
CHO-K1 Ca antag	-8	-4	0	-1	-19	23	3	-12	-17	-2
M1 PAM	-8	5	-8	13	-1	-14	-6	7	-9	-1
OXTR potentiator	-6	-11	-9	-11	·	-12	-19	-8	-9	-16
CHRM1 antagonist	3	-10	16	-7	-22	35*	4	-13	12	-5
M4 ag	3	2	6	-1	-1	21	-1	0	12	11
CHRM1 agonist	-12	-5	-3	-3	-5	3	0	-3	-6	-1
M1 ag parental	0.7	0.4	4.1	-0.5	0.0	17*	0.0	0.2	5.1	4.8

Brought forward from above: three entries; new compounds follow.
8: CCC1C(=O)CC(c2ccco2)NC1c1ccco1 (stereo not drawn)
9: COc1ccc(/C=C2\SC(=S)N(CCC(=O)N3CCCCC3CCO)C2=O)cc1 (stereo not drawn)
10: COc1ccc(CC(=O)Oc2ccc(C(C)(C)C)cc2)cc1S(=O)(=O)N1CCOCC1
11: COc1ccc(-c2csc(C(O)c3cccnc3)n2)cn1 (stereo not drawn)
12: CC(=O)N1c2ccc(S(=O)(=O)NCC3CCC(C(=O)N4CCCC(C)C4)CC3)cc2CC1C (stereo not drawn)
13: NNc1nc2sc3c(c2c(=O)n1Cc1ccccc1)CCC3
14: CCOc1ccc(Cl)cc1Nc1nc(NCCO)nc(N2CCCC2)n1
15: CSCCC(c1nnnn1-c1c(C)cccc1C)N1CCN(C/C=C/c2ccccc2)CC1 (stereo not drawn)
16: COc1ccc2c(c1)C(=O)N1[C@H]3c4cc(Cl)ccc4OC[C@@H]3[C@H](c3ccccc3)[C@]1(C)C(=O)N2
17: CCON1C(=O)C2(CCCCC2)C(=O)C12C=CCCC2 (stereo not drawn)
18: Cc1ccc(/C(N)=N/OC(=O)COc2cccc3ccccc23)cc1
19: CC(=O)NS(=O)(=O)c1ccc(NC(=O)c2ccc(S(=O)(=O)N3CCCC3)cc2)cc1
20: O=C(Nc1ccc(F)cc1)C(Cc1ccccc1)n1cccc1 (stereo not drawn)

entry no.	8	9	10	11	12	13	14	15	16	17	18	19	20
CHRM4 antagonist	5	1	0	-21	9	-1	-4	-11	4	-6	12	7	17
CHO parental Ca	-9	-27	-4	·	-25	-18	-19	·	-8	·	·	-6	-7
CHO-K1 Ca antag	-12	-17	-2	15	18	-15	-12	-17	-1	-11	-4	0	-10
M1 PAM	7	-9	-1	7	-7	8	5	-7	-6	6	7	1	-4
OXTR potentiator	-8	-9	-16	·	-1	-9	-15	·	3	·	·	-3	-2
CHRM1 antagonist	-13	12	-5	0	16	-9	-6	-24	16	-16	-7	-1	-5
M4 ag	0	12	11	1	5	-1	2	-2	2	1	1	0	3
CHRM1 agonist	-3	-6	-1	3	-3	-7	-3	-6	-1	-3	-4	-4	-4
M1 ag parental	0.2	5.1	4.8	0.0	5.4	0.5	1.4	0.1	-1.0	0.0	0.2	0.1	4.5

21: COC(=O)c1ccc(COC(=O)CNS(=O)(=O)c2ccccc2)cc1
22: CCn1c(C)nc2cc(C(N)=O)ccc21
23: COCC1CCN(Cc2nc(Cc3ccccc3Cl)no2)CC1
24: Cc1ccc(C(=O)Nc2nnc(-c3ccncc3)o2)cc1
25: O=S(=O)(c1ccccc1)N1CCN(S(=O)(=O)c2ccc(F)cc2)CC1
26: Cc1cc(C)nc(Nc2nc(C(N)Cc3ccc(F)cc3)cs2)n1 (stereo not drawn)
27: O=C(Nc1nc2ccccc2n1Cc1ccc(Cl)cc1)c1ccco1
28: CC(C)[C@H](NC(=O)c1ccccc1Cl)C(=O)OCC(=O)NCc1ccc2c(c1)OCO2
29: O=C(NC(NC(=S)N1CCOCC1)C(Cl)(Cl)Cl)c1cccc2ccccc12 (stereo not drawn)
30: CN(C(=O)c1cccc(NC(=O)Cc2ccc(NC(=O)C3CCN(C(=O)C4CC4)CC3)cc2)c1)C1CC1

entry no.	21	22	23	24	25	26	27	28	29	30
CHRM4 antagonist	-2	-9	2	-1	-6	-33	3	0	2	-1
CHO parental Ca	-10	-8	-1	2	1	·	-15	-21	-18	·
CHO-K1 Ca antag	-8	-9	5	-9	-4	-20	4	-10	0	8
M1 PAM	-3	-1	11	7	7	11	-4	9	6	7
OXTR potentiator	1	4	-2	4	-10	·	-6	2	-4	·
CHRM1 antagonist	14	5	-7	-8	-8	-9	17	-6	-6	-2
M4 ag	2	1	0	1	1	23	1	2	3	0
CHRM1 agonist	-5	0	-9	-3	-4	5	-2	-3	3	-1
M1 ag parental	-0.1	0.4	3.4	0.7	12	4.2	0.1	0.6	1.8	-0.1

31: CCCCC(=O)OCC(=O)Nc1ccc(OC(F)F)cc1
32: CC(C)S(=O)(=O)c1csc(NC(=O)Nc2ccc(Cl)cc2)c1
33: O=C(C1CCC1)N1CCC(O)(c2cccc(F)c2)CC1
34: O=C(/C=C/c1ccco1)OCC(=O)N1CCCCC1
35: S=C(NCCc1ccccc1)NCCc1ccccc1
36: CC(C)(C)c1ccc(C(=O)N2CCOC23CCCCC3)cc1
37: CCOC(=O)CNC(=O)N1CCc2ccc(NC(=O)c3ccccc3OC)cc2C1
38: O=C(/C=C/c1ccccc1)NCCC1=CCCCC1
39: Cc1ccc(NC(=O)/C=C/c2ccc(Cl)cc2)nc1
40: CCOc1ccc(N(CC(=O)N2CCN(C(=O)CN(c3ccc(OCC)cc3)S(C)(=O)=O)CC2)S(C)(=O)=O)cc1

entry no.	31	32	33	34	35	36	37	38	39	40
CHRM4 antagonist	0	4	-2	0	-8	4	-10	7	-17	5
CHO parental Ca	10	12	-18	-8	-15	·	-21	-23	-4	-15
CHO-K1 Ca antag	-10	0	1	4	-7	2	11	-9	16	0
M1 PAM	5	-4	6	9	12	9	19	7	-6	17
OXTR potentiator	-8	-18	-9	-6	-3	·	0	-6	-4	-9
CHRM1 antagonist	-25	6	-4	-19	-13	12	-12	-5	4	-11
M4 ag	0	15	1	0	2	-1	6	0	1	1
CHRM1 agonist	-2	5	-2	-2	-8	12	-1	1	-3	-1
M1 ag parental	0.4	10	0.1	-0.6	2.5	0.3	0.8	0.8	0.3	-0.2

41: CCOc1ccccc1NC(=S)N1CCN(c2ccc(OC)cc2)CC1
42: Cc1ccc(C)c(OCCC(=O)OCC(=O)N2c3ccccc3NC(=O)C2(C)C)c1
43: CC1(OC(=O)C2CCCC2)C(=O)C=C2C=C(c3ccsc3)N(C3CCCCC3)C=C2C1=O (stereo not drawn)
44: CC(=O)N=c1c(C#N)cc2c(=O)n3ccccc3nc2n1CCCOC(C)C
45: COc1cccc2c1O/C(=N\O)C(C(=O)Nc1cccc(Br)c1)C2 (stereo not drawn)
46: COc1ccc2sc(-c3ccc(S(C)(=O)=O)cc3)c(C(=O)NCCc3c[nH]c4ccccc34)c2c1
47: CC(=O)Nc1ccc(SCC(=O)c2cc(C)n(Cc3cccs3)c2C)cc1
48: CCC(=O)Nc1ccc(S(=O)(=O)N2CCOCC2)cc1
49: CC1CCCC(NC(=O)CSc2ncccn2)C1C (stereo not drawn)
50: Cc1ccc(N2C(=O)N3[C@H](c4ccc(Br)cc4)[C@@H]4C(=O)N(C(C)(C)C)C(=O)[C@@H]4[C@]3(C)C2=O)cc1

entry no.	41	42	43	44	45	46	47	48	49	50
CHRM4 antagonist	15	-1	12	9	-5	34*	1	5	-4	-1
CHO parental Ca	-6	-24	-22	-6	·	10	-7	1	-16	-23
CHO-K1 Ca antag	-6	-21	6	5	-9	14	4	-24	27*	-15
M1 PAM	5	1	-12	8	6	-14	-9	11	10	3
OXTR potentiator	-7	-10	-7	0	·	-5	-20	1	-3	0
CHRM1 antagonist	-7	-1	10	-18	-10	24	-4	-18	-4	-1
M4 ag	1	5	2	1	3	24	0	1	0	2
CHRM1 agonist	-5	-4	-4	-5	-2	-2	-4	-2	0	-4
M1 ag parental	0.4	2.2	-0.4	0.0	3.1	4.5	0.5	1.6	-0.9	-0.2

51: O=C(COC(=O)COc1ccccc1[N+](=O)[O-])Nc1ccccc1Br
52: COc1ccc(N(CC(=O)NN=C2CCN(C)CC2)S(=O)(=O)c2ccccc2)c(OC)c1
53: Cc1cccc2cc(CN(Cc3ccc4c(c3)OCO4)Cc3nnnn3C3CCCC3)c(=O)[nH]c12
54: O=C(NC1CC1)C1CCN(C(=O)c2ccc(Cl)cc2Cl)CC1
55: CC(C)C[C@H](NC(=O)c1nc[nH]c1C(=O)NCc1ccccc1)C(=O)OCc1ccccc1
56: O=C(Nc1ccccc1N1CCCCC1)c1ccc(-c2cc(Cl)ccc2Cl)o1
57: Cn1c(N)c(C(=O)COC(=O)CCC(=O)c2ccc(F)cc2)c(=O)n(C)c1=O
58: Cc1ccc(C(=O)NCC(=O)OCc2c(F)cccc2Cl)s1

entry no.	51	52	53	54	55	56	57	58
CHRM4 antagonist	-1	-8	3	-11	-1	6	-7	7
CHO parental Ca	-11	-36	-14	-7	-23	9	-8	-17
CHO-K1 Ca antag	-6	-19	-8	-1	10	5	-15	-6
M1 PAM	10	-2	-2	1	5	4	5	6
OXTR potentiator	-5	-14	-9	-14	-16	7	1	1
CHRM1 antagonist	-14	-6	4	-2	-15	-8	-3	-3
M4 ag	1	-1	2	1	2	0	3	2
CHRM1 agonist	0	-9	-2	2	1	-3	-3	2
M1 ag parental	0.4	-0.4	1.1	1.0	-0.1	-0.1	1.7	-0.3
